Apoferritin bind: candidate novel general anesthetic via apoferritin binding. apoferritin/1-aminoanthracene competitive binding, fluorescence. P02791. 350,000 compounds, 0.074% hits. Potency, µM (highest dose often 77.5 µM), inactives show top-dose activity change, negative = displacement, most hits filed as inhibitors. AID 485281; further: potency means the concentration at half of the fitted maximal effect; on the % scale 0 is the no-effect control and ±100 the full control effect; nearly all actives have a fitted effect of over 20% in size
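Horse-spleen apoferritin (10 uM) in 50% saturated 1-aminoanthracene in PBS was incubated 10 min at room temperature with compound. Fluorescence (ex 380, em 535 nm) was normalized to free and bound 1-AMA, with concentration-response fitted by a four-parameter Hill equation.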
TRHR agonist: TRH receptor (human) agonism. P34981. TRHR cells, calcium flux fluo-8, FDSS agonist mode. activation, % at 2 µM. 360,000 compounds, 0.18% hits. AID 493084; in the data active means activation above about 30%; further: 0% is about no effect
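Fluo-8-loaded TRHR cells; 10 s baseline, compound added, kinetic Ca2+ fluorescence read 1/s, agonist mode.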
12-LOX inh: ALOX12 (human) lipoxygenase inhibition; P18054; purified 12hLO, xylenol orange hydroperoxide absorbance; Potency, µM (highest dose often 108 µM), without a hit: at the top dose activity change, negative = inhibition, most hits filed as inhibitors; 580,000 compounds, 1.1% hits; AID 1671190; further: potency means the concentration at half of the fitted maximal effect; on the % scale 0 is the no-effect control and ±100 the full control effect
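Purified human 12hLO (150 nM final) in 25 mM Hepes, 0.01% Triton X-100, pH 7.0 was preincubated 15 min at room temperature with compound. Then 40 uM arachidonic acid was added, 30 min. Hydroperoxide was read by Fe-XO absorbance ratio 573/405 nm.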
Pol kappa inh: blocks human DNA polymerase kappa activity. 400,000 compounds, 0.53% hits. purified Pol kappa, fluorescent DNA synthesis assay, 10 min. Potency, µM (titrated, usually from 107 µM), for the others: at the highest dose activity, negative = inhibition, actives largely listed as inhibitors. Q9UBT6; further: potency means the concentration at half of the fitted maximal effect; on the % scale 0 is the no-effect control and ±100 the full control effect
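Kinetic fluorescence readout at 0 and 10 min followed reaction start with substrate at 50 nM final. Beforehand, enzyme (10 nM Pol kappa) stood 15 min with compound at room temperature; buffer-only wells were negative controls.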
APE1 inh: blocks human APE1 abasic DNA cleavage; AID 2517; P27695; Potency, µM (highest dose often 65.8 µM), for inactives: at the highest dose activity change, negative = inhibition, usual class: inhibitors; 350,000 compounds, 0.35% hits; recombinant APE1, TAMRA/BHQ-2 abasic DNA cleavage fluorescence;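 further: potency means the concentration at half of the fitted maximal effect; plate controls were vehicle for no effect and reference inhibitor for full effect; nearly all actives have a fitted effect of over 55% in size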
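APE1 at 0.75 nM final was preincubated with compound 15 min at room temperature, then 50 nM double-stranded THF abasic-site substrate (5'-TAMRA/3'-BHQ-2) was added. Fluorescence (ex 525/em 598 nm) was read kinetically; third-minus-first read gave activity.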
POLI inh: DNA polymerase iota (human) inhibition | 390,000 compounds, 1% hits | Q9UNA4 | Pol iota fluorescent replication assay, 10 min | Potency, µM (series often up to 115 µM), for inactives: at the highest dose activity, negative = inhibition, most hits filed as inhibitors; further: potency means the concentration at half of the fitted maximal effect
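Pol iota at 10 nM preincubated 15 min with compounds at room temperature; reaction started with fluorescent substrate, 50 nM final. Fluorescence read kinetically at 0 and 10 min; buffer-only wells as negative control.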
BLM inh: Bloom syndrome helicase (human) inhibition; recombinant BLM DNA unwinding, fluorescence dequenching; Potency, µM (doses to about 56.1 µM), inactives show at the top dose activity change, negative = inhibition, hits mostly inhibitors; 350,000 compounds, 0.2% hits; AID 2528;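 further: potency means the concentration at half of the fitted maximal effect; plate controls were vehicle for no effect and no enzyme for full effect; nearly all actives have a fitted effect of over 35% in size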
Target sequence (P54132 whole entry, looked up): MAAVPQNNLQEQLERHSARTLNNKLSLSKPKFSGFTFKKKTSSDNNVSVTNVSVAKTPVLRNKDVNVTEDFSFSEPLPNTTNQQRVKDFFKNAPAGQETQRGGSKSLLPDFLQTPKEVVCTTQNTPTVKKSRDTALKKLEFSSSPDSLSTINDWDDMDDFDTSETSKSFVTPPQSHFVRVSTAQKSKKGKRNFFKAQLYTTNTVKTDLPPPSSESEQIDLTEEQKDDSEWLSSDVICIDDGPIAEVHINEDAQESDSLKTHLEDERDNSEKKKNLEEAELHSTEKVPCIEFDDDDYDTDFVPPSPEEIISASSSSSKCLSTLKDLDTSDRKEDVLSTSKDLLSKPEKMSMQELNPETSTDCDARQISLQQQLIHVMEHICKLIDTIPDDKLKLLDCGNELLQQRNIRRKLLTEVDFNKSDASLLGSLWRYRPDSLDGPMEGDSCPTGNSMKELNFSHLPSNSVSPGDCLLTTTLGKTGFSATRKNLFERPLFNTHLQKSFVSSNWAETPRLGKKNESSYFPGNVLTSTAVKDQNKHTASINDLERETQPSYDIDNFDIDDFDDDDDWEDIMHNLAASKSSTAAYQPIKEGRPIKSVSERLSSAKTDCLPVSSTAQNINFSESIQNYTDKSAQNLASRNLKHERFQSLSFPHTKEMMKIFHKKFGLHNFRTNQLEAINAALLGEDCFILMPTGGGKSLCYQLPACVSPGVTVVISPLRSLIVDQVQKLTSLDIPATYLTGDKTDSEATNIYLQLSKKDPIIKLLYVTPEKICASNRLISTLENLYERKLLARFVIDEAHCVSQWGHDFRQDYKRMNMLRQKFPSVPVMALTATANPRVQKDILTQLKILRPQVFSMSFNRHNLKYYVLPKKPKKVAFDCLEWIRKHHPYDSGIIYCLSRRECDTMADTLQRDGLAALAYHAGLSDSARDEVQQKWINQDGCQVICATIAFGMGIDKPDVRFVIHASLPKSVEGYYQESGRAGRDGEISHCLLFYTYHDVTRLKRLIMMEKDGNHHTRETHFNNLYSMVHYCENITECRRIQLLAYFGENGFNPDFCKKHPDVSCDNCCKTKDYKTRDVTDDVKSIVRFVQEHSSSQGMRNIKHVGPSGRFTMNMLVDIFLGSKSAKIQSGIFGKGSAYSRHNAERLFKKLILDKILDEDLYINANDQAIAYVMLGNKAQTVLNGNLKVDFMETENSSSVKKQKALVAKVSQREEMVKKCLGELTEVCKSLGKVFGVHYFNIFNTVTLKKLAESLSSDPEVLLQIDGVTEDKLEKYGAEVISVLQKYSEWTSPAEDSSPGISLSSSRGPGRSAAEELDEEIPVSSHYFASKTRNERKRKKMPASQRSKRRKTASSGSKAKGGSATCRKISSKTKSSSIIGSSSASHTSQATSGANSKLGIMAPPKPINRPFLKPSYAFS
ERG Ets-DNA blk: ERG Ets/DNA interaction inhibition; fluorescence polarization, His-ERG Ets domain / labelled DNA; Potency, µM (doses to about 76.9 µM), for the others: at the highest dose FP activity, negative = inhibition, hits mostly inhibitors; 370,000 compounds, 0.028% hits; active means well fitted inhibition curve with a large enough effect in the polarisation, with a control signal flat; inconclusive means small, poorly fitted or top-dose-only effect, or effect the other way, or a change in a side signal; inactive means no such curve, though single readings can be large or run the other way; the % refers to the polarisation;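 further: polarization taken with two DNA probes labelled with fluorescein and Texas red; potency means the concentration at half of the fitted maximal effect; % of control where 0% means no effect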
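His-tagged ERG Ets domain (1 uM in the protein solution; 300mM KCl, 50mM Tris-HCl, 1mM EDTA, 1mM DTT, pH 7.5) received compound, then a probe mix of 5 nM fluorescein-DNA and 100nM Texas-615-DNA. Fluorescence polarization was read for both dyes.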
POLB inh: blocks human DNA polymerase beta activity | Pol beta primer extension/strand displacement, fluorescence kinetic | Potency, µM (highest dose often 114 µM), inactives show at the highest dose activity change, negative = inhibition, usual class: inhibitors | 340,000 compounds, 1.3% hits | AID 485314; further: potency means the concentration at half of the fitted maximal effect; on the % scale 0 is the no-effect control and ±100 the full control effect
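Pol beta (10 nM) was preincubated with compound for 15 min at room temperature. The reaction was then started with 50 nM substrate and read immediately and after a further 10 min at room temperature.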
The depositor's hits bear a star; ? = inconclusive; nt = not tested or not shown; & = joins results of further samples; ! = repeats disagree; [ ] = dose if it differs, or a comment. Unless noted, the call rests on the fitted dose curve; in most records, active means well fitted curve in the direction sought with a large enough effect; inconclusive means small, poorly fitted or top-dose-only effect, or another doubt; inactive means no such curve, though single readings can be large; an effect the other way counts as inactive or inconclusive.

SMILES	Apoferritin bind	TRHR agonist	12-LOX inh	Pol kappa inh	APE1 inh	POLI inh	BLM inh	ERG Ets-DNA blk	POLB inh
Cc1cc(C)n2nc(SCC(=O)N3CCC4(CC3)OCCO4)nc2n1	-13%	0.2	28%	-8%	-1%	-3%[58.9 µM]	2%	-2%	-2%
OC1/C(=C/c2ccc(Cl)cc2Cl)N2CCC1CC2 (stereo unspecified)	?	-1.3	-4%	7%	10%	46%[activator]	1%	13%	3%
O=c1[nH]c(=O)n(CCc2ccc(F)cc2)c(O)c1C=NCCCN1CCOCC1	-11%	-0.1	29%	3%	-1%	8%	1%	1%	32%
CC(C)Nc1nc(Cl)nc(NC(C)C)n1	1%&31%	0.5	-9%	?	22µM*!	19%	7%&-2%	-22%	-9%
COc1ccccc1NS(=O)(=O)c1cc(NC(=O)c2ccc(Cl)nc2)ccc1N1CCCC1	nt	nt	nt	-4%	17%	?	nt	10%[15.4 µM]	nt
O=C1NC(=O)c2c1c1c3ccccc3[nH]c1c1[nH]c3ccccc3c21	-2%	nt	1%	?	12%	nt	-14%	nt	nt
OC[C@@H]1[C@@H](O)[C@H](O)[C@H]2[C@@H](O)CCN21	1%	nt	5%	4%[60.1 µM]	3%	nt	0%	nt	nt
COC(=O)C1=C(c2ccc3ccccc3c2)C[C@@H]2CC[C@H]1N2C(=O)NCc1ccco1	nt	0.0	?	?	-7%	-28%	nt	4%	nt
COc1cc2[nH]c(=O)n(-c3ccccc3)c(=O)c2cc1OC	-4%	0.0	0%	-6%	-2%	2%	0%	-9%	-2%
CC(C)CCC1(CN2CCCC2=O)C(=O)NC(=O)NC1=O	-7%	0.3	16%	-7%	14%	6%	-2%	6%	-1%
O[C@H]1[C@H](O)[C@@H](O)CN2CC[C@H](O)[C@H]12	5%&6%&-5%	0.3	27%[176 µM]	?	-2%&9%&1%	11%	0%&-1%	21%	24%
CC/C(=N\NC(=O)c1ccccc1Cl)c1c(O)n(C2CCCCC2)c(=O)[nH]c1=O	-23%	-0.3	38%[activator]	-4%	18%	-12%	0%	3%	-14%
Cc1ccc(-c2cc(-c3ccccc3)cc(-c3ccccc3)[n+]2-c2ccccc2C(=O)O)cc1	nt	0.4	?	-6%	35%[activator]	17%	nt	-1%	nt
COc1ccc(N2CCN(Cc3nc4ccccc4[nH]3)CC2)cc1	-10%	-1.2	-14%	-3%	52%[activator]	44%[activator]	0%	6%	11%
N/C(=N\[N+](=O)[O-])N1CCN(C(=O)OC2CCCC2)CC1	-4%	0.2	4%	5%	21%	-25%	-5%	18%	17%
CCC(CC)C(=O)NC1CCSC1=O (stereo unspecified)	-8%	0.5	0%	1%	-3%	2%	0%	-1%	19%
O=C(c1ccc2nc3ccc(Cl)cc3c(=O)n2c1)N1CCC2(CC1)OCCO2	nt	nt	-4%	1%	nt	-3%[58.9 µM]	nt	-11%	nt
CCOC(=O)[C@]1(C#N)[C@@H]2C=CC(C(N)=O)=CN2[C@@H](C(N)=O)[C@@H]1c1ccc(F)cc1	3%	0.5	?	-2%	6%	94%[activator]	-10%	4%	3%
Cn1cc(C(=O)N2CCOCC2)c2ccccc21	-2%	0.0	-8%	2%	-10%	-5%	0%	-3%	-27%
CC(C)(C)c1ccccc1O	nt	0.2	11%	0%	-1%&2%	-1%	nt	5%	nt
C=C(C)CN1CC[C@]23c4c5ccc(O)c4O[C@H]2c2[nH]c4ccccc4c2C[C@@]3(O)C1C5	-9%	0.0	nt	nt	-6%	nt	-14%	nt	?
O=C1CNC(c2ccccc2Cl)c2cc(Br)ccc2N1 (stereo unspecified)	-10%	1.5	?	-6%	8%	113%[activator]	-3%	0%	34%
Cc1nc2cc([N+](=O)[O-])ccc2c(=O)n1-c1ccc(Br)cc1	-4%	0.5	0%	-13%	11%	-2%	-6%	-4%	0%
Cc1c(C(=O)N2CCC3(CC2)OCCO3)sc2ncnc(N3CCc4ccccc4C3)c12	-14%	1.8	1%	4%	2%	-3%	-9%	16%	24%
CCCc1[nH]nc2c1C(c1ccc(OC)c(Cn3nnc4ccccc43)c1)C(C#N)=C(N)O2 (stereo unspecified)	?	0.0	nt	-12%	4%	?	1%	0%	25%
CCOc1cc(C2NCc3ccccc3-n3cccc32)ccc1O (stereo unspecified)	-21%	1.4	0%	-6%	-1%	6%	2%	-5%	12%
OC(CN1CC=C(c2ccccc2)CC1)c1ccccc1 (stereo unspecified)	-13%	0.7	-16%	4%	25%	40%[activator]	-4%	6%	1%
CC1(C)CN=C(Nc2ccc(F)c(F)c2)S1	?	10	18%	-13%	-3%	-18%	4%	7%	19%
CCC(=NC(C)c1ccccc1)c1c(O)n(C)c(=O)n(C)c1=O (stereo unspecified)	-5%	-0.8	-11%	-8%	16%	2%	0%	-5%	12%
CC(C)C(=O)NC(Oc1ccccc1Cl)C(Cl)(Cl)Cl (stereo unspecified)	?	-0.1	-8%	-9%	-3%	1%	-9%	-3%	12%

Record cards, from the list above.
O=C1CNC(c2ccccc2Cl)c2cc(Br)ccc2N1 (stereo unspecified) across the screens: Apoferritin bind: -10%; TRHR agonist: 1.5; 12-LOX inh: ?; Pol kappa inh: -6%; APE1 inh: 8%; POLI inh: 113%[activator]; BLM inh: -3%; ERG Ets-DNA blk: 0%; POLB inh: 34%
Cc1c(C(=O)N2CCC3(CC2)OCCO3)sc2ncnc(N3CCc4ccccc4C3)c12 across the screens: Apoferritin bind: -14%; TRHR agonist: 1.8; 12-LOX inh: 1%; Pol kappa inh: 4%; APE1 inh: 2%; POLI inh: -3%; BLM inh: -9%; ERG Ets-DNA blk: 16%; POLB inh: 24%

Continuation:
SMILES	Apoferritin bind	TRHR agonist	12-LOX inh	Pol kappa inh	APE1 inh	POLI inh	BLM inh	ERG Ets-DNA blk	POLB inh
CC(C)OCCCNC(=O)c1c(N)n(CC2CCCO2)c2nc3ccccc3nc12 (stereo unspecified)	228%[activator]	-1.1	5%	-13%	-7%	7.1µM*	5µM*	nt	?
COC(=O)C1=C(c2ccccc2OCc2ccccc2)C[C@@H]2CC[C@H]1N2C(=O)NCc1ccc(Br)cc1	nt	0.8	-15%	-12%	8%	-7%	nt	-6%	nt
NNCc1ccccc1	-13%	nt	-12%&20%	-3%	-3%	?	3%	9%	nt
CN(C)C(=O)Oc1ccc(Cl)c2ccccc12	-21%	0.0	-10%	2%	23%	6%	2%	15%	8%
COc1ccccc1/C=C1\C(=O)NC(=S)N(c2ccccc2)C1=O	0%	0.5	?	-4%	55%[activator]	?	-2%	13%	2%
O=[N+]([O-])c1ccc(S(=O)(=O)N2CCn3cccc3C2c2ccccc2F)cc1 (stereo unspecified)	?	-0.4	?	1%[60.1 µM]	nt	19%	-6%	4%	0%
O=c1[nH]c(=O)n(-c2cccc3ccccc23)c(O)c1/C=N/N1CCCCCC1	4%	-0.3	0%	-15%	-2%	-10%[58.9 µM]	-4%	-2%	2%
C=CCN1C(=O)NC(=O)C(Cc2ccc(OC)c(OC)c2)C1=O (stereo unspecified)	?	-2.0	-5%	?	0%	?	-15%	3%	-3%
CCc1cc(=O)oc2cc(OCC(=O)N3C[C@H]4C[C@@H](C3)c3cccc(=O)n3C4)c(Cl)cc12	-2%	0.7	36%[activator]	1%	-4%	-20%	-7%	2%	19%
CC(C)OC(=O)c1c(N)n(Cc2ccco2)c2nc3ccccc3nc12	-14%	1.0	132%[activator]	-12%	12%	-6%	-4%	1%	25%
CCn1c(O)c(C=NCCN2CCOCC2)c(=O)[nH]c1=S	-2%	-0.4	-1%	-1%	-2%	30%[activator]	-1%	6%	1%
O=C(N/N=C/c1c(O)n(CCC2=CCCCC2)c(=O)[nH]c1=O)c1ccccc1	-2%	-0.1	?	-7%	-1%	2%	2%	-7%	0%
CC(C)NC[C@@H](O)COc1cccc2[nH]ccc12	13%[29.3 µM]	nt	0%	-13%[19.4 µM]	-2%	nt	-11%	nt	nt
CCc1c(C)nc(N)nc1N1N=C1SC(C(C)=O)C(C)=O	-4%	0.3	-13%	3%	2%	16%	-1%	9%	16%
Cc1nn(Cc2ccccc2)c(Cl)c1C(=O)OCC(=O)N1CCCC1	?	-2.3	-4%	6%	-5%	6%	1%	-10%	1%
CC(=O)OCC[N+](C)(C)C	-4%&-1%&6%&-1%	36*	?	-1%	7%&12%&0%&5%&-3%&22%	-9%&-7%&17%	0%&3%&-8%&-2%	-11%&10%&-3%	27%&1%
CCc1ccc(OCC(=O)N2CCN(CC(=O)Nc3ccccc3Cl)CC2)cc1	nt	-0.2	-12%	-22%	19%	21%	nt	nt	nt
COC(=O)c1ccccc1-n1c(C)nc2ccccc2c1=O	5%	0.4	8%	1%	11%	-9%	-11%	-2%	91%
C=C(C=O)CC1CC(O)[C@]2(C)OC3C[C@@H]4OC5C[C@]6(C)O[C@]7(C)CCC8OC9C[C@]%10(C)OC(/C(C)=C\CO)C(O)CC%10OC9CC(C)C8OC7CC6O[C@]5(C)C/C=C\C4OC3CC2O1 (stereo partly specified)	nt	0.6	nt	2%	0%	-12%	nt	-6%	nt
CCN(CC)CC(=O)Nc1ccc(Cl)cc1C(=O)c1ccccc1	nt	nt	0%&6%	-19%	nt	58%[activator]	nt	2%	nt
O=C(/C=C/c1cccc(F)c1)Nc1ccc(S(=O)(=O)Nc2ncccn2)cc1	-15%	0.1	?	-16%	-2%	32%[activator]	1%	-2%	-3%
COc1ccc(N2C(=O)CC(=O)NC2=O)cc1	-17%	-0.3	-19%	-9%	1%	-10%	-3%	0%	-14%
COc1ccc(CN2CCNC(=O)C2CC(=O)N(C)Cc2ccncn2)c(OC)c1 (stereo unspecified)	-6%	0.1	11%	-6%	3%	93%[activator]	1%	-12%	18%

A portion of the library. The share of hits here may be higher or lower than overall.
